Screening data from PubChem.
PME-1 primary: PME-1 (human) inhibition. recombinant PME-1, FP-Rh probe fluorescence polarization. inhibition, % at 5.9 µM. hit rate 0.53% among 320,000. AID 2130;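 active = inhibition above the campaign mean of all compounds plus 3 SD, cut at about 26% in these data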;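 also: competitive labeling of PME-1 active site by serine hydrolase directed probe; 0% = PME-1 with DMSO and 100% = wells lacking PME-1 enzyme; inhibitors block probe labeling so polarization falls and inhibition rises; many of its hits are not listed in these tables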
Target sequence (Q9Y570 whole entry, looked up): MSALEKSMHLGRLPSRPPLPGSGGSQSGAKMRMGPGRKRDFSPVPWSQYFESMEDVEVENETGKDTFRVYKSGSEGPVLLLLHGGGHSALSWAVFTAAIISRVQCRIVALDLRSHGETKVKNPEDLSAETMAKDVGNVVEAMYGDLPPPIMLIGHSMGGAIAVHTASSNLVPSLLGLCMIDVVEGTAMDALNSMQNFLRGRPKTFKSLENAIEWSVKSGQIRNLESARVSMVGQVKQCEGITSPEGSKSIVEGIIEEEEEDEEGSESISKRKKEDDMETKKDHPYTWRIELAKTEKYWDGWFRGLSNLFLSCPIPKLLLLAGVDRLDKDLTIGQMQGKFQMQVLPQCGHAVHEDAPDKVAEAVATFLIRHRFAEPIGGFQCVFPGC
Fam108B counter: blocks mouse Fam108B hydrolase in RBBP9 counter-screen. recombinant Fam108B, FP-Rh probe fluorescence polarization. hit rate 0.33% among 300,000. AID 1947. inhibition, % at 9.51 µM;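 active = inhibition above the screen mean inhibition plus 3 SD, computed separately per campaign, cut at about 18% in these data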;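 also: inhibitors lower polarization as less probe binds the enzyme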
Bcl-xL primary: Bcl-xL (human) inhibition; AID 2129; hit rate 0.7% among 320,000; Q07817; GST-Bcl-xL / FITC-Bim BH3 peptide fluorescence polarization; inhibition, % at 10.9 µM;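 active = inhibition above the mean of all tested compounds plus 3 SD, cutoff set per campaign, cut at about 30% in these data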;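 also: 0% = DMSO wells and 100% = unlabeled Bim-BH3 peptide competitor; inhibitors lower millipolarization by displacing the labeled peptide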
TPT1 inh: C. albicans TPT1 enzyme inhibition; AID 1962; hit rate 0.81% among 300,000; recombinant caTPT1, FP RNA substrate dephosphorylation; inhibition, % at 5 µM;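 active = inhibition above the mean of all tested compounds plus 3 SD, set per screening campaign, cut at about 24% in these data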;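 also: plate controls were DMSO alone for no effect and ferristatin control at 100 nM for full effect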
MCL1 BIM primary: inhibitors of human MCL1 binding to BIM-BH3 peptide; inhibition, % at 10.9 µM; GST-MCL1 / FITC-Bim-BH3 fluorescence polarization; hit rate 0.68% among 320,000; Q07820;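 active = inhibition above the mean inhibition of all tested compounds plus 3 SD, set per campaign, cut at about 40% in these data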;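 also: 0% = DMSO wells and 100% = unlabeled Bim-BH3 peptide control; higher means more loss of mP so more displacement of Bim peptide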
PAD4 FP inh: PAD4 (human) enzyme inhibition; recombinant PAD4, RCA probe fluorescence polarization; inhibition, % at 6.36 µM; hit rate 0.41% among 330,000; AID 485272;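 active = percent inhibition above a cutoff equal to the mean of all tested compounds plus 3 SD, cut at about 15% in these data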;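 also: 0% = PAD4 with RCA probe and DMSO and 100% = probe without PAD4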
Target sequence (Q9UM07 whole entry, looked up): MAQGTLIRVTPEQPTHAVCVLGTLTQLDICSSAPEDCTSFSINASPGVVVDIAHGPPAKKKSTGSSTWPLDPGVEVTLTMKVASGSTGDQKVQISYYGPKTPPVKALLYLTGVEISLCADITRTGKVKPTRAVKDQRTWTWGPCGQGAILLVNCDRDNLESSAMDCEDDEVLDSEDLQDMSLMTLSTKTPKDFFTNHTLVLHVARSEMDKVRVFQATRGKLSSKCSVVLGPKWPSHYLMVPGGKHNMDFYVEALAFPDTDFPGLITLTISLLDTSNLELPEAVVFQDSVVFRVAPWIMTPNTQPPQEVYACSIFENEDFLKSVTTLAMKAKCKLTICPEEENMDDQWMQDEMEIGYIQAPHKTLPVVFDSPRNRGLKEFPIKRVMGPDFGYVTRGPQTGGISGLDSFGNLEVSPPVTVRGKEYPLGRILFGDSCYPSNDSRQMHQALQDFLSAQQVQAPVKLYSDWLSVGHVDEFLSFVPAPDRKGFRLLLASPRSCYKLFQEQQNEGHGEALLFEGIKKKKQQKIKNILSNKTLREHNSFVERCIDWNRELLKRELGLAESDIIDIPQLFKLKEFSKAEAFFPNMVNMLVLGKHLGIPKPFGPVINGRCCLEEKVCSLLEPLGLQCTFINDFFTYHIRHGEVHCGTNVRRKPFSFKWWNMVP
GLD-1 RNA inh: GLD-1-TGE RNA interaction inhibition (C. elegans). purified GLD-1 + fluorescein TGE RNA, fluorescence polarization. inhibition, % at 5.96 µM. hit rate 0.44% among 320,000. AID 2280;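 active = percent inhibition above a per-plate cutoff, the plate mean of test compounds plus 3 SD, cut at about 30% in these data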;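 also: 0% = DMSO wells with GLD-1 and probe and 100% = wells lacking GLD-1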
MEX-5 binding: C. elegans MEX-5 TCR-2 RNA binding activity | Q9XUB2 | MEX-5/FITC-TCR2 RNA binding, fluorescence polarization; stronger effect = lower value | activity score (negative = inhibition of binding), % at 10 µM | hit rate 0.38% among 300,000;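 active = inhibition past about -25% in most replicates, and total fluorescence under double the plate's negative control median, limit read from the data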;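 also: 0% = DMSO and -100% = 5 µM competing unlabeled TCR2 RNA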
GSTO1 inh: blocks human GSTO1 in RBBP9 counter-screen. P78417. recombinant GSTO1, activity-based probe fluorescence polarization. inhibition, % at 5.96 µM. hit rate 1.1% among 300,000. AID 1974;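 active = inhibition above the campaign mean inhibition plus 3 SD, cut at about 35% in these data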;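 also: 0% = GSTO1-1 with DMSO and 100% = wells lacking GSTO1-1 enzyme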
Numbers without * were called inactive; · = not tested or not shown.

SMILES | PME-1 primary | Fam108B counter | Bcl-xL primary | TPT1 inh | MCL1 BIM primary | PAD4 FP inh | GLD-1 RNA inh | MEX-5 binding | GSTO1 inh
CCOC(=O)C1C(=O)CC(C)(O)C(C(=O)OCC)C1c1cccc(OC)c1 (configuration not stated) | -2 | -1 | 5 | -2 | 6 | 0 | 9 | 0.1 | -2
CC1CCN(C(=O)c2ccc(N3C(=O)c4ccccc4C3=O)cc2)CC1 | -5 | -1 | 1 | 1 | 11 | -3 | 7 | 1.5 | -4
CCC1CCCCN1C(=O)CSc1nnc(-c2ccc(Cl)cc2)o1 (configuration not stated) | -2 | 0 | -1 | -2 | -4 | 4 | 6 | -0.9 | 3
CCOc1ncccc1C(=O)NCCc1ccc(OC)cc1 | -4 | -3 | 1 | 4 | 4 | -4 | -2 | -0.4 | 3
Cc1c2c(nc3c(C(=O)NC4CCCCC4C)cnn13)CCCC2 (configuration not stated) | 2 | -1 | 2 | 1 | 2 | -3 | 2 | -2.7 | 9
COc1ccccc1NS(=O)(=O)c1cccc(C(=O)NN)c1 | -2 | 0 | 1 | -2 | 8 | 2 | 4 | 0.1 | 4
COc1cc(NC(=O)CSc2nc3ccccc3c(=O)n2C)ccc1NC(=O)c1ccco1 | 5 | -1 | 6 | -1 | -5 | -3 | 6 | -3.1 | 19
CCC(C)NC(=O)c1cc(-c2ccc(OC)cc2)on1 (configuration not stated) | 4 | 2 | 5 | 3 | 8 | -1 | 0 | -9.0 | -2
CCOC(=O)c1sc(NC(=O)/C=C/c2c(F)cccc2Cl)nc1C | 0 | -23 | -1 | 0 | -5 | -4 | 4 | -1.2 | 0
COc1ccc(-c2cc(C(=O)Nc3sc4c(c3C#N)CCCC4)c3ccccc3n2)cc1OC | -8 | -1 | 3 | 5 | -9 | -4 | -10 | -1.8 | -1
CCOC(=O)C1=C(NC(=S)NC(=O)c2ccccc2)c2ccccc2CC1C(C)C (configuration not stated) | -1 | -1 | 1 | 1 | 9 | 3 | 6 | 0.1 | 5
CCN(CC(=O)Nc1c(F)cccc1F)C(=O)Cc1ccsc1 | -2 | · | 2 | · | 9 | 0 | 0 | · | ·
COc1cccc(C(=O)NNc2c3ccccc3nc3ccccc23)c1 | 14 | 2 | 21 | 9 | 9 | -1 | -14 | -2.0 | -3
COC(=O)C1=C(CCc2ccccc2)NC(=O)NC1c1ccc(Br)cc1 (configuration not stated) | -5 | 1 | 9 | -1 | 11 | -1 | 2 | 1.7 | 10
Cn1cc(-c2nnc(-c3ccccc3)o2)c2ccccc21 | 4 | -3 | -2 | 0 | -4 | -3 | 5 | -0.2 | -4

Complete entries from above. Values in the order: PME-1 primary | Fam108B counter | Bcl-xL primary | TPT1 inh | MCL1 BIM primary | PAD4 FP inh | GLD-1 RNA inh | MEX-5 binding | GSTO1 inh
COc1cccc(C(=O)NNc2c3ccccc3nc3ccccc23)c1 as listed: 14 | 2 | 21 | 9 | 9 | -1 | -14 | -2.0 | -3
CCN(CC(=O)Nc1c(F)cccc1F)C(=O)Cc1ccsc1 as listed: -2 | · | 2 | · | 9 | 0 | 0 | · | ·

An excerpt of these results, comma-delimited:
mol,PME-1 primary,Fam108B counter,Bcl-xL primary,TPT1 inh,MCL1 BIM primary,PAD4 FP inh,GLD-1 RNA inh,MEX-5 binding,GSTO1 inh
Cc1c2c(nc3c(C(=O)NC4CCCCC4C)cnn13)CCCC2 (configuration not stated),2,-1,2,1,2,-3,2,-2.7,9
COc1ccccc1NS(=O)(=O)c1cccc(C(=O)NN)c1,-2,0,1,-2,8,2,4,0.1,4
COc1cc(NC(=O)CSc2nc3ccccc3c(=O)n2C)ccc1NC(=O)c1ccco1,5,-1,6,-1,-5,-3,6,-3.1,19
CCC(C)NC(=O)c1cc(-c2ccc(OC)cc2)on1 (configuration not stated),4,2,5,3,8,-1,0,-9.0,-2
CCOC(=O)c1sc(NC(=O)/C=C/c2c(F)cccc2Cl)nc1C,0,-23,-1,0,-5,-4,4,-1.2,0
COc1ccc(-c2cc(C(=O)Nc3sc4c(c3C#N)CCCC4)c3ccccc3n2)cc1OC,-8,-1,3,5,-9,-4,-10,-1.8,-1
CCOC(=O)C1=C(NC(=S)NC(=O)c2ccccc2)c2ccccc2CC1C(C)C (configuration not stated),-1,-1,1,1,9,3,6,0.1,5
CCN(CC(=O)Nc1c(F)cccc1F)C(=O)Cc1ccsc1,-2,·,2,·,9,0,0,·,·
COc1cccc(C(=O)NNc2c3ccccc3nc3ccccc23)c1,14,2,21,9,9,-1,-14,-2.0,-3

(further entries)
SMILES | PME-1 primary | Fam108B counter | Bcl-xL primary | TPT1 inh | MCL1 BIM primary | PAD4 FP inh | GLD-1 RNA inh | MEX-5 binding | GSTO1 inh
O=C(CCn1c(=O)[nH]c2ccsc2c1=O)N1CCN(c2ccc([N+](=O)[O-])cc2)CC1 | 13 | 2 | 2 | 4 | 0 | -2 | -7 | -1.1 | 3
Cc1ccc(CNC(=O)Cn2cccc2C(=O)c2ccccc2)cc1 | -5 | 1 | 5 | 1 | 9 | -1 | 3 | 0.4 | 7
Clc1ccc2c(c1)C(N1CCNCC1)=Nc1ccccc1O2 | 1 | 3 | 1 | 0 | 5 | -7 | 7 | -0.9 | -1
O=C(COC(=O)c1ccc(S(=O)(=O)N2CCCC2)cc1)NCc1ccc(Cl)cc1 | 6 | -1 | 0 | -3 | -7 | 3 | 2 | -1.9 | 2
COc1cc2cc(CN(Cc3nnnn3Cc3ccco3)C3CCCCC3)c(=O)[nH]c2cc1OC | 0 | 2 | 47* | -1 | 60* | -3 | 30 | -9.9 | 26
CCOC(=O)NC(=O)/C(C#N)=N/Nc1ccc(F)cc1 | 1 | -1 | -3 | -2 | -2 | 0 | 5 | 0.7 | 3
Cc1ccc(Cl)cc1NC(=O)C1C2CCC(O2)C1C(=O)O (configuration not stated) | 1 | 2 | 11 | 3 | 19 | -1 | 9 | 0.4 | 3
Cc1nn(CC(=O)NCc2ccccc2F)c(C)c1[N+](=O)[O-] | -4 | -2 | 7 | -1 | 5 | -3 | -3 | 2.1 | 2
Cc1occc1C(=O)NC(C)c1ccc2c(c1)OCO2 (configuration not stated) | 1 | -1 | -4 | 0 | -5 | -5 | 1 | 0.5 | -5
Cc1c(NC(=O)c2ccc(Br)o2)cccc1C(=O)O | 1 | -1 | -1 | 0 | -7 | -3 | 5 | 1.6 | 3
Cc1cc(C(=O)CSc2nnc3ccccn23)c(C)n1-c1ccccc1 | -2 | 6 | 3 | -1 | 5 | 0 | -2 | 3.0 | 6
CCN(C(=O)CSc1nnc(SC)s1)c1c(N)n(Cc2ccccc2)c(=O)[nH]c1=O | -7 | · | 84* | · | 93* | 4 | 59* | · | ·
CC1CCN(C(=S)c2ccc(-c3ccc(Cl)cc3Cl)o2)CC1 | -2 | -2 | -2 | -1 | 1 | -2 | -5 | 0.8 | 1
O=C(NCc1ccccc1)C1=C[C@H](c2ccc(C(F)(F)F)cc2)C[C@H](OCCCCO)O1 | -1 | -4 | -5 | 3 | -5 | -2 | 6 | 4.2 | 3
Cc1cc(NC(=O)NCC(F)(F)F)no1 | -3 | 2 | 0 | 2 | -2 | -4 | 4 | 1.4 | -2
O=C(NC(N1CCOCC1)C(Cl)(Cl)Cl)c1ccco1 (configuration not stated) | 1 | 0 | 0 | 0 | 8 | -6 | -7 | 1.3 | -8
COc1ccc(N(C(C)=O)c2nc3ccccc3[nH]2)cc1 | -3 | 3 | -11 | -2 | -5 | 0 | -2 | 1.8 | -1
Cc1[nH]c2ccccc2c1-c1csc(NC(=O)CSCCO)n1 | 9 | 2 | 0 | -1 | -5 | -9 | 1 | -0.2 | 8
O=C(COCC(=O)Nc1cccc(C(F)(F)F)c1)Nc1cccc(C(F)(F)F)c1 | -19 | -10 | 0 | 1 | 8 | 7 | 8 | 0.2 | -6
COc1ccc(C(CNC(=O)c2ccc(-c3nc4ccccc4s3)o2)N2CCCC2)cc1 (configuration not stated) | -3 | · | 3 | · | 1 | -1 | 0 | · | ·
Cn1c2c(c(=O)n(C)c1=O)C(NC(=O)c1cccs1)(C(F)(F)F)C(=O)N2 (configuration not stated) | 3 | 1 | 3 | -6 | 2 | 5 | 11 | · | 2
COc1cc(C(=O)OCC(=O)Nc2ccc(F)cc2F)cc(OC)c1OC | 2 | 2 | 6 | -2 | 9 | -3 | -3 | -0.9 | 4
CCN(CC)C(=O)C[n+]1cccc(/C=N/O)c1 | 4 | -1 | 7 | 3 | 9 | 6 | 11 | -2.2 | 6
COCCNC(=O)c1cc(S(=O)(=O)N(C)c2ccccc2OC)ccc1C | 1 | 4 | 6 | -3 | 9 | 2 | 7 | 0.2 | -2
Cc1ccc(N(CC(=O)Nc2c(C)cccc2C)S(C)(=O)=O)cc1 | -3 | -2 | 2 | -1 | -3 | -3 | 1 | -0.4 | -2
CN(CCOc1ccccc1)CC(=O)Nc1ccc(S(=O)(=O)N2CCCC2)cc1 | 0 | -5 | -2 | -2 | -6 | -2 | 2 | 0.5 | -6
CCC(C)N1C(=O)CCC1C(=O)N1CCN(c2ccc(F)cc2)CC1 (configuration not stated) | -3 | 2 | 6 | 4 | 7 | -2 | 1 | -1.3 | -1
CCCOc1ccc(C(F)(F)F)cc1NC(=O)CCc1c(C)noc1C | 7 | · | -8 | · | -8 | -3 | -11 | · | ·
CC(=O)N1CCN(c2cc(N3CCCC3)c(F)cc2[N+](=O)[O-])CC1 | 7 | -4 | 3 | -1 | 1 | -4 | -7 | 0.4 | 3
CCC[C@H](CN[C@@H](CNC)[C@H](C)O)NCCc1ccc(OC)cc1 | 7 | -1 | 1 | -4 | 8 | -2 | 7 | 0.9 | -3
O=C(Oc1cc(Cl)ccc1Cl)C1=CC=CN2CCS(=O)(=O)N=C12 | 4 | · | 5 | · | 0 | -1 | -1 | · | ·
Cc1[nH]c2ccc(-c3nnc(SCC(=O)c4ccc(F)cc4)o3)cc2c1C | 0 | -3 | -21 | 0 | -10 | 0 | -1 | -1.1 | 1
CCOc1ccc(C2=C/C(=C/c3cccnc3)C(=O)O2)cc1 | -18 | -5 | -46 | 83* | -94 | -3 | -38 | -2.7 | -1
CC1=C(C(=O)N(C)C)C(c2ccc(Cl)c(Cl)c2)NC(=O)N1 (configuration not stated) | -3 | 2 | 13 | 1 | 11 | -3 | 6 | -1.6 | -9
CC(=O)c1cc(C#N)c(SCCC(C)C)nc1C | -4 | 0 | 2 | 2 | 3 | -3 | 7 | 0.2 | -7
O=[N+]([O-])c1cc(Cl)ccc1Sc1cccc2cccnc12 | 2 | 0 | 4 | -1 | 1 | 0 | 4 | 2.0 | 8
CN(C)C(=O)COC(=O)c1cc(Cl)cc(Cl)c1N | 1 | 0 | 2 | -2 | 0 | -2 | 3 | -1.1 | 2
COc1cccc(NC(=O)C(Cc2ccccc2)NC(=O)C2CCC(C)CC2)c1 (configuration not stated) | -12 | -6 | 7 | 1 | 10 | 2 | -3 | -1.6 | 0
CCn1c(SCc2ccccc2F)nnc1-c1ccncc1 | -4 | -1 | 2 | -1 | 1 | 3 | 0 | 0.0 | 1
O=C(COc1ccc(Cl)cc1)NCc1ccccc1 | -1 | -1 | 2 | -1 | 1 | 3 | 4 | -2.3 | 4
COc1ccc(NC(=O)CSc2ccc(-c3ccccn3)nn2)cc1OC | -2 | 4 | 0 | -3 | 1 | 1 | -10 | 0.0 | 30

An excerpt; count on the stated rates, not on these rows.
